Bioassay records from PubChem BioAssay.
M5 PAM – CHRM5 positive allosteric modulation; P08912; CHO-K1 hM5, Fluo-8 calcium, ACh EC20 PAM; 0% = ACh EC20, 100% = ACh EC100; activation, % at 3 µM; actives 0.3% (n = 360,000);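 active = activation above the run cutoff, the mean activation of all test compounds plus 3 SD, cut at about 18% in these data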
Target sequence (P08912 whole entry, looked up): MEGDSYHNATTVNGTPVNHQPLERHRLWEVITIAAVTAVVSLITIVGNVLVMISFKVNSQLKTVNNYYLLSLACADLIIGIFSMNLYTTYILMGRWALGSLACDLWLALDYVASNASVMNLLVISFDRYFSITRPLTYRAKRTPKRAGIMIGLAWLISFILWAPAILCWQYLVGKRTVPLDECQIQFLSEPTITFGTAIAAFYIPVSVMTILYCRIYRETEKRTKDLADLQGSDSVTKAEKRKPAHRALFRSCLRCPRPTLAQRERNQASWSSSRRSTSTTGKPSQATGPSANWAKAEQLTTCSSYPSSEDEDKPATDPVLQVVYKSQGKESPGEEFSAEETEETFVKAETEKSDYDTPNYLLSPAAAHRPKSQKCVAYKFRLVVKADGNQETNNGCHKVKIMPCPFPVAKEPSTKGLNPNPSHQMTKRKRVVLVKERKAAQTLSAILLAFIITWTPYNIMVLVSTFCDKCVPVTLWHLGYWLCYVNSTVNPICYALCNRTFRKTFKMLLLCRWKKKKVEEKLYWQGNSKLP
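Test system: CHO-K1 hM5 cells / Doses: single-point, 3 µM nominal / Times: Post-acetylcholine fluorescence recording 140 s / Technique: Fluo-8 calcium fluorescence / Measure: Max/basal fluorescence ratio as % of EC20–EC100 ACh window / Benchmarks: low control EC20 acetylcholine (0%), high control EC100 acetylcholine (100%) / Replicates: one well per compound, no replicates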
CRFBP-R2 block – CRF-BP/CRF-R2 complex antagonism; HEK293 CRF-R2/CRF-BP, CRF-induced calcium fluorescence; inhibition, % at 11.8 µM; actives 0.59% (n = 350,000); AID 588475;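 active = inhibition of the ligand-induced calcium signal above about 50% at the single tested concentration, limit read from the data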
CHRM5 antagonist – antagonists of human muscarinic M5 receptor (CHRM5); P08912; CHO-hM5 cells, Fluo-8 calcium fluorescence, ACh EC80; inhibition, % at 3 µM; actives 0.59% (n = 360,000);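 active = inhibition above a per-plate cutoff, the mean of that plate's test compounds plus 3 SD, cut at about 27% in these data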;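 note: 0% = acetylcholine EC80 with DMSO and 100% = DMSO without agonist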
CHRM4 agonist – agonists of human muscarinic M4 receptor (CHRM4); P08173; CHO-K1 hM4/Gqi5, Fluo-8 calcium fluorescence; vehicle 0%, full acetylcholine response 100%; activation, % at 3 µM; actives 0.14% (n = 360,000);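 active = activation above the run mean over all test wells plus 3 SD, cut at about 32% in these data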;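 note: peak over basal fluorescence ratio per well then scaled between controls; 0% = DMSO wells and 100% = acetylcholine at EC100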
Target sequence (P08173 whole entry, looked up): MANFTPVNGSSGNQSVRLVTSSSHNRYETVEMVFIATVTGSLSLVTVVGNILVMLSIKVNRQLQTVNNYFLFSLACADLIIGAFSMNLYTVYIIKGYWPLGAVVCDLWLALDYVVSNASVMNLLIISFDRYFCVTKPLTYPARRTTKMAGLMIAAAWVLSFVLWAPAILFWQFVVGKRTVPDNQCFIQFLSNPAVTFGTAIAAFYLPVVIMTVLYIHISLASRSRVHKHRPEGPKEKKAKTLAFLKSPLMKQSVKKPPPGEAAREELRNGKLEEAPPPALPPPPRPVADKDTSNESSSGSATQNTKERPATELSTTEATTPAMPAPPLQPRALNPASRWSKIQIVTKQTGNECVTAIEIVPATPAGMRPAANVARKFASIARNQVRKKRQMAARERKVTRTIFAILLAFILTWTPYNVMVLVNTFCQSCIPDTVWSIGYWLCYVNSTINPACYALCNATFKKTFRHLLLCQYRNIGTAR
M1 PAM – positive allosteric modulators of human M1 muscarinic receptor; actives 0.088% (n = 360,000); CHO-K1 hM1, Fluo-8 calcium fluorescence, ACh EC20; 0% = ACh EC20, 100% = maximal ACh; P11229; AID 588819; activation, % at 3 µM; in the data active = activation above about 19%, passing the limit was not always enough
CRFBP-R2 agonist – agonists of human CRF-binding protein/CRF-R2 receptor complex; HEK293 CRF-R2/CRF-BP, calcium dye fluorescence (FLIPR); percent of saturating CRF peptide response; activation, % at 13.2 µM; actives 0.46% (n = 350,000);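 active = activation of at least 50%, plus an integration ratio under a set limit after plate pattern correction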;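 note: plate controls were neutral control wells without compound for no effect and CRF at EC100 for full effect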
CHRM4 antagonist – blocks acetylcholine activation of human M4 receptor; P08173; CHO-hM4 cells, ACh EC80, Fluo-8 calcium fluorescence; inhibition, % at 3 µM; actives 0.73% (n = 360,000); AID 624125;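 active = inhibition above its plate's cutoff, the mean inhibition of sample wells plus 3 SD, cut at about 27% in these data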;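 note: 0% = acetylcholine EC80 with DMSO and 100% = DMSO without agonist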
CHRM5 agonist – CHRM5 agonism in calcium assay; CHO-K1 hM5 cells, Fluo-8 calcium fluorescence; 0% DMSO wells, 100% maximal acetylcholine response; activation, % at 3 µM; actives 0.19% (n = 360,000); AID 624037;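 active = activation above the run's mean over test compounds plus 3 SD, cut at about 23% in these data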;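 note: signal is peak over basal fluorescence ratio across the kinetic read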
CHRM4 PAM – potentiates acetylcholine response at human M4 receptor | CHO-K1 hM4/Gqi5, Fluo-8 calcium fluorescence, ACh EC20; 0% = ACh EC20, 100% = maximal ACh | activation, % at 3 µM | actives 0.4% (n = 360,000) | AID 624126;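 active = activation above its plate's cutoff, the mean activation of sample wells plus 3 SD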; note: some results filed as inactive read as strong as hits
Starred values were filed as active, the others as inactive; / = not tested or not shown.

SMILES	M5 PAM	CRFBP-R2 block	CHRM5 antagonist	CHRM4 agonist	M1 PAM	CRFBP-R2 agonist	CHRM4 antagonist	CHRM5 agonist	CHRM4 PAM
CN(CC(=O)Nc1cccc(F)c1)C(=O)CCCn1c(=O)oc2ccccc21	1	4	-2	3	6	0.2	-7	4	6
COc1cc(C2Nc3ccc4ncccc4c3C3=C2C(=O)CCC3)ccc1O (configuration not stated)	2	-20	2	0	8	-3.6	1	-2	2
Cc1cc2ccccc2n1CCC(=O)O	5	18	-1	1	-5	-0.1	2	-4	1
COc1cccc(CN(C)C(=O)c2cc(COc3c(F)cccc3F)on2)c1	7	33	6	0	12	-0.1	-3	-3	-4
S=C(NC12CC3CC(CC(C3)C1)C2)N1CCOCC1	5	-15	-1	2	1	3.3	-18	-4	5
Clc1ccc(-c2csc(=Nc3cccnc3)n2CCCn2ccnc2)cc1Cl	-14	-6	5	4	-26	-2.5	7	-7	-13
O=C(Nc1ccccc1NC(=O)c1c(F)c(F)c(F)c(F)c1F)c1c(F)c(F)c(F)c(F)c1F	-7	-9	-4	14	-3	19	3	5	0
CNC(=O)OCc1nc(SSC(C)(C)C)n(C)c1COC(=O)NC	-4	-19	7	1	8	-1.7	-7	2	1
CC12CC(NC(=O)N1c1cccc(C(=O)N3CCN(c4ccccc4)CC3)c1)c1ccccc1O2 (configuration not stated)	-6	-12	4	5	-1	-0.9	3	0	-2
COc1ccc(N2C(=O)C3ON(C4SC(=S)N(C)C4(C)C)C(c4ccc(Cl)cc4)C3C2=O)cc1 (configuration not stated)	4	-11	-10	0	1	-1.8	-5	2	4
Oc1ccccc1/C=N/c1c(-c2ccco2)nc2ccccn12	-3	-17	4	0	3	1.0	5	-2	-4
O=C(Cn1cc([N+](=O)[O-])ccc1=O)NCC(=O)Nc1ccc(F)c(F)c1F	-4	-9	21	1	5	1.7	-14	-1	8
COc1ccc(OC)c2sc(NC(=O)C3CC3)nc12	-4	25	1	0	0	-1.6	-5	-1	2
COc1ccccc1N1C(=O)CC(N2CCc3ccccc32)C1=O (configuration not stated)	-1	-5	3	3	8	-0.7	-6	3	-1
COc1ccccc1-c1nnc(SC(C)C(=O)Nc2ccc(C(N)=O)cc2)o1 (configuration not stated)	-2	-8	8	0	-1	-1.6	-8	1	2
COc1nc(OCC#N)nc(N2CCCCC2)n1	0	3	1	0	1	-1.6	1	-6	4
C[C@@H]1CC2OC(=O)[C@@]3(C)C(=O)CC[C@@](C)(C23)[C@@]1(O)CCc1ccoc1 (some centres not stated)	-9	14	13	13	-11	-0.8	6	2	-12
CN(C(=O)CC(NC(=O)c1ccccc1)(c1ccccc1)c1ccccc1)c1ccccc1	-6	36	12	-2	0	4.7	2	-2	-4
Cc1c(CCC(=O)NCCCN2CCCC2=O)c(=O)oc2cc(O)ccc12	-3	-3	7	1	-3	-0.6	7	2	0
Cc1cc(C)c(C#N)c(N2CCN(c3ccccc3F)CC2)n1	4	4	-2	-1	12	-1.6	-6	8	5
Cc1ccc(C)c(S(=O)(=O)N2CCN(CC(=O)Nc3cc(C)on3)CC2)c1	5	3	3	1	-5	1.3	-2	-6	2
Nc1ccc2nc(CCc3ccccc3)[nH]c2c1	-6	11	5	6	-8	-0.3	-6	-2	3
Cc1ccccc1NC(=O)c1cccc(C(=O)Nc2ccccc2C)c1	9	17	-12	1	1	-0.6	-16	1	26
COc1ccc2c(c1)C1(C)CC(C)(C)N2C(=O)N1c1ccccc1 (configuration not stated)	-5	-18	-7	1	9	-2.8	-9	2	5
CC(=O)N1N=C(c2cccc([N+](=O)[O-])c2)OC1(C)c1cccs1 (configuration not stated)	2	11	-1	1	0	-9.6	1	-5	-6

The last 4 records of the part above are carried over, then new ones follow:
SMILES	M5 PAM	CRFBP-R2 block	CHRM5 antagonist	CHRM4 agonist	M1 PAM	CRFBP-R2 agonist	CHRM4 antagonist	CHRM5 agonist	CHRM4 PAM
Nc1ccc2nc(CCc3ccccc3)[nH]c2c1	-6	11	5	6	-8	-0.3	-6	-2	3
Cc1ccccc1NC(=O)c1cccc(C(=O)Nc2ccccc2C)c1	9	17	-12	1	1	-0.6	-16	1	26
COc1ccc2c(c1)C1(C)CC(C)(C)N2C(=O)N1c1ccccc1 (configuration not stated)	-5	-18	-7	1	9	-2.8	-9	2	5
CC(=O)N1N=C(c2cccc([N+](=O)[O-])c2)OC1(C)c1cccs1 (configuration not stated)	2	11	-1	1	0	-9.6	1	-5	-6
Cc1noc(C)c1NC(=O)N(C)C[C@@H]1OCc2cn(nn2)CCCC(=O)N([C@H](C)CO)C[C@H]1C	-5	6	-1	0	4	0.4	-1	2	4
NC1=NC(=O)/C(=C/c2c(OS(=O)(=O)c3ccc(Cl)cc3)ccc3ccccc23)S1	-2	26	3	1	6	1.0	-1	-2	-1
O=C(COC(=O)c1cccc(N2C(=O)c3ccccc3C2=O)c1)Nc1ccccc1	-10	-9	11	5	2	3.6	5	0	-7
Cc1cc(N/N=C2/CCCc3ccccc32)nc2ccccc12	-9	-26	1	0	0	-0.9	1	-2	-6
CC(C)(NO)/C(=N/O)c1ccc(Br)cc1	-10	15	16	3	7	-1.2	6	-2	-1
CCn1c(SCc2cccc(F)c2)nnc1-c1ccncc1	0	5	2	1	3	0.2	8	-1	-6
S=C(NCc1ccccc1)N1CCn2cccc2C1c1ccncc1 (configuration not stated)	-1	-12	12	0	-7	2.8	-2	-4	0
Cc1cccc(NCCNc2cccc(C)c2)c1	-2	-9	2	-1	9	-1.0	-3	-10	3
Cc1cc2c(ccc3[nH]onc32)n1	4	6	2	1	7	11	-4	-1	4
Cc1cc(=O)oc2cc(OC(C)C(=O)NC3(C#N)CCCCC3)ccc12 (configuration not stated)	-2	1	-3	1	4	-1.2	-7	0	4
Cc1nn(-c2ccccc2)c2sc(C(=O)NNC(=O)COc3cccc4ccccc34)cc12	0	-1	-2	0	6	0.1	8	-1	0
CCOc1ccccc1NC(=O)C(OC(=O)c1ccc(NC(=O)CC#N)cc1)c1ccccc1 (configuration not stated)	3	-4	9	5	0	0.9	7	5	0
O=C(Nc1cccc(C(F)(F)F)c1)c1cnc2n(c1=O)CCS2	0	14	0	2	9	0.2	-8	2	6
O=C(CSc1ccc(F)cc1)Nc1ccc2c(c1)C(=O)NC2=O	-3	6	-1	4	1	-2.2	-1	0	-4
O=C(CSC1=NCCS1)NCc1ccco1	0	-4	1	1	4	-2.5	-6	-3	0
CCC(=O)Nc1ccc(C(=O)CN2C(=O)NC3(CCCCCC3)C2=O)cc1	0	-19	2	1	-1	0.8	-4	5	-1
CCS(=O)(=O)c1ccc2oc(SCC(=O)NC34CC5CC(CC(C5)C3)C4)nc2c1	2	-8	1	0	7	0.4	-1	-1	11
COc1ccc(N(CC(=O)NC2CCCCC2)C(=O)CNC(=O)c2ccco2)cc1	-3	-22	0	1	10	-0.3	-3	-3	-1
Clc1ccc(NN(Cc2ccncc2)c2ccc(Cl)cc2)cc1	-9	17	3	1	-7	51*	13	-2	-8
C/C(=N\O)C(=O)Nc1ccccc1	9	-3	0	2	13	1.2	-4	6	11
CCCN1CCN(C(=O)CCNC(=O)Cn2cnc3ccccc3c2=O)CC1	-3	6	7	2	-3	0.5	1	-2	7
COc1ccc(CNC(=O)COC(=O)CCC(=O)c2cccs2)cc1	0	11	6	1	-2	-0.6	-3	4	-1
COC(=O)C[C@H]1C=C[C@H](NC(=O)c2ccccn2)[C@@H](CO)O1	0	/	6	0	/	/	-10	2	10
Cc1cc(C)cc(N2C(=O)C=CC2=O)c1	3	34	7	1	2	3.3	17	3	-3
CC(O)c1ccc(-n2cnnn2)cc1 (configuration not stated)	-1	31	-7	1	7	-1.3	0	2	0
SMILES	M5 PAM	CRFBP-R2 block	CHRM5 antagonist	CHRM4 agonist	M1 PAM	CRFBP-R2 agonist	CHRM4 antagonist	CHRM5 agonist	CHRM4 PAM
Cn1cnc([N+](=O)[O-])c1N=C(N)N	6	0	3	1	3	0.3	-4	-4	8
CCOC(=O)N/N=C\c1sccc1C	-4	9	-4	0	5	0.1	-2	-1	1
COc1ccc(-c2nsc(SCC(=O)Nc3cc(C)on3)n2)cc1	-3	-11	4	0	7	-0.3	-5	-3	-1
O=C(CSc1nc2scc(-c3ccccc3)c2c(=O)[nH]1)Nc1ccccc1	-2	16	4	1	6	5.7	-2	-3	-2
COc1ccc2ccc(O)c(CN3CCN(S(=O)(=O)c4cccc(C(F)(F)F)c4)CC3)c2c1	5	2	-14	0	10	0.8	-15	0	18
CCC(CCc1ccccn1)C(=O)c1ccccc1 (configuration not stated)	5	-18	-3	1	3	0.5	-12	-10	3
CN1CCN(c2nc(-c3ccc(Cl)cc3Cl)nc3ccccc23)CC1	0	-15	5	2	-1	-1.5	5	-3	-1
CCOc1ccc(-c2cc(C(=O)NCc3ccc(F)cc3)[nH]n2)c(C)c1	0	/	3	5	-3	/	-5	-1	4
CCOc1ccc(NC(=O)CN2CCN(Cc3c(F)cccc3F)CC2)cc1	-1	-2	-3	2	11	-1.8	-12	-7	5
Cc1cc(CNC(=S)Nc2ccc(Br)cc2Cl)nn1C	2	-5	6	5	9	-0.4	-6	-5	3
COCCCn1cc(CN2CC(N3CCCCC3)CS2(=O)=O)nn1 (configuration not stated)	6	/	-3	0	/	/	-7	-2	13
Cc1c(C#N)c(N=CN(C)C)c(C(=O)c2ccccc2)n1-c1ccccc1	-7	5	-5	1	-3	0.4	6	-1	3
O=C(NC1CC2CCC1C2)c1ccco1 (configuration not stated)	1	-1	7	1	16	0.4	-15	-2	1
CCOC(=O)C1CCN(C(=O)Cn2cc3c(n2)CCC(C)C3)CC1 (configuration not stated)	1	-10	-2	1	1	-1.5	-9	0	-3
O=c1c2ccccc2nc(/C=C/c2ccc(Cl)cc2)n1CCO	-11	9	10	11	5	-3.1	-3	-2	-3
Cc1ccc(C)c(NC(=O)NNC(=O)c2cc3ccccc3cc2O)c1	-3	-7	-1	9	8	4.3	-2	3	3
COc1ccc(Cl)cc1NC(=O)CCN1C(=O)C2CC=CCC2C1=O (configuration not stated)	-1	2	-1	2	13	1.0	-6	-4	2
CCn1c(CCn2ccnc2C)n[nH]c1=S	-18	4	23	-1	-16	0.0	21	-6	-12
CCCC(=O)Nc1c2c(nn1-c1ccc(OC)cc1)CS(=O)C2 (configuration not stated)	-9	6	9	1	14	-0.4	-6	-2	-3
NNC(=O)c1cc(NS(=O)(=O)c2cccs2)cc(NS(=O)(=O)c2cccs2)c1	5	-12	4	0	1	-1.2	-6	2	1
CN(C)C(=O)c1cccc(-c2cccc3nccn23)c1	1	/	-8	0	1	/	3	0	1
Cc1ccc(NC(=O)N2CCCC2C(=O)NCCC2=CCCCC2)cc1 (configuration not stated)	-5	-8	8	0	1	-0.2	-5	-2	9
COc1ccc(-c2c[n+](CC(=O)c3ccccc3)c3n2CCCCC3)cc1	5	-4	-3	0	6	0.3	-2	-7	-13
Clc1cccc(-c2nc3ccc(Br)cn3c2Cc2ccsc2)c1	6	/	-7	0	1	/	-9	-2	3
COc1ccccc1N1CCN(C(=O)CNC(=O)Cn2cnc3sc(C)c(C)c3c2=O)CC1	-2	-11	10	1	6	-2.2	-5	2	-1
COC(=O)c1cccc(NC(=O)C2C3CCC(C3)C2C(=O)O)c1 (configuration not stated)	-3	0	3	1	6	-1.3	0	1	2

Compounds as they come; overall some 2.6% were active at least once.
